HCMV antiviral – human cytomegalovirus inhibition; 410,000 tested, 4.5% active; HFF cells, HCMV-luciferase reporter, 72 h; hits give low values; activity change, negative = inhibition, % at 57.5 µM; in the data active = activity change below about -60%; inconclusive = no clear call, values can overlap the other calls; inactive = above about -39%
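Two compound doses tested in HFFs infected with HCMV-luciferase, MOI 1 PFU/cell, 72 h at 37C. Lysate luminescence read with OneGlo; data normalized against buffer-only and 10uM Salinomycin inhibitor controls.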
AMA1-RON2 inh – disrupts binding of P. falciparum AMA1 to RON2 | AlphaScreen AMA1-biotinylated RON2 peptide binding | Potency, µM (doses to about 58.2 µM), without a hit: top-dose activity change, negative = inhibition, most hits filed as inhibitors | 360,000 tested, 0.2% active | AID 720542; active = well fitted inhibition curve with a large enough effect; inconclusive = small, poorly fitted or top-dose-only effect; inactive = no such curve, though single readings can be large or run the other way;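 also: potency is read from the fitted curve at half-maximal effect; 0% = vehicle wells and -100% = peptide control; nearly all actives have a fitted effect of over 45% in size; some results filed as inactive show a strong effect at the top dose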
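AMA1 (3D7) with his tag at 25 nM final met compounds first, then biotinylated RON2 peptide at 25 nM; detection used donor plus acceptor beads, 10 µg/mL apiece, read by AlphaScreen after 30 min at room temperature.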
Numbers without * were called inactive; u = inconclusive; & = joins results of further samples; [ ] = another dose, or the depositor's remark. Unless noted, % is scaled to controls: 0 for no effect and ±100 for the full control effect. An excerpt; count on the stated rates, not on these rows.

Screens in order – HCMV antiviral | AMA1-RON2 inh
- CCOC(=O)CCCCCC(=O)Nc1ccc2c(c1)C(=O)N([C@@H](C)CO)C[C@H](C)[C@H](CN(C)S(=O)(=O)c1ccc(OC)cc1)OCCCC[C@H](C)O2
  -5 | -15%
- CCc1nc2ccc(C(=O)NCCCn3ccnc3)cn2c1N(C)CCC(C)C
  10 | -4%
- CC1(C)CC(=Cc2ccccc2[N+](=O)[O-])C(=O)c2ccccc21
  12 | -4%
- O=S(=O)(Nc1nc(-c2ccco2)c(-c2ccco2)s1)c1ccc(F)cc1F
  27 | -10%
- CCOC(=O)C(C#N)=CN1CCN(C(=O)CCCl)c2ccccc21
  -20 | 18%
- O=C1NC[C@@H]2CCCN2C1=O
  5 | 4%
- O=C(CSc1ccc(S(=O)(=O)N2CCCC2)cn1)Nc1ccc([N+](=O)[O-])cc1C(F)(F)F
  -12 | -24%
- COc1cc(OC)cc(C(=O)Nc2ccc(S(=O)(=O)Nc3cnc4ccccc4n3)cc2)c1
  -8 | -2%
- O=C(c1ccccc1F)N1N=C(C(F)(F)F)CC1(O)c1ccccc1 (stereo not given)
  56 | 76%[activator]
- COc1ccc(OC)c(CN2C(=O)CSCC2(C)C(=O)Nc2c(C)cccc2C)c1 (stereo not given)
  8 | -2%
- COc1ccc(NC(=O)C2CCN(S(=O)(=O)c3ccc(Cl)c(C(F)(F)F)c3)CC2)cn1
  -29 | -2%
- CC/C(=C\c1ccc(N(C)C)cc1)c1ccncc1
  -23 | u
- CCCNC(=O)C1(C)CCN(C(=O)COc2ccc(Cl)cc2Cl)C1 (stereo not given)
  -25 | 5%
- COc1ccc(-c2ccc(C(=O)NCC3CC3)c3occc23)c(C)c1
  19 | 21%
- CCOC(=O)C1CCCN(C(=O)c2oc3ccccc3c2C)CC1 (stereo not given)
  0 | -1%
- CCN(CC)C(=O)Cn1cc(S(=O)(=O)CC(=O)N2CCOCC2)c2ccccc21
  15 | 14%
- CC(NC(=O)COC(=O)C1CCN(c2ccc(C(F)(F)F)cn2)CC1)c1ccccc1 (stereo not given)
  -24 | -3%
- COc1cc2c(c(OC)c1CC=C(C)C)C[C@H](c1ccc(O)cc1O)CO2
  -8 | -20%
- CCNC(=O)C1(C)CCN(Cc2ccc(OC(F)(F)F)cc2)C1 (stereo not given)
  -2 | -1%
- CCOc1ccc(OCC)c(NC(=O)C2C3C=CC(O3)C2C(=O)O)c1 (stereo not given)
  27 | -20%
- CCOC(=O)CC[C@H](NC(=O)Cn1cc(C)c(=O)[nH]c1=O)C(=O)OCC
  -15 | 3%
- NC(COCc1ccccc1)c1csc(NC(=O)Nc2cccc(Cl)c2)n1 (stereo not given)
  -29 | 17%
- COc1cc(C(O)c2nc(/C=C/c3ccccc3)cs2)ccc1F (stereo not given)
  u | 15%
- CC1(C(=O)NS(=O)(=O)c2cccc(Cl)c2)CCN1C(=O)C1CCCCC1 (stereo not given)
  17 | -8%
- NC1(C(=O)O)CSSC1
  -80* | 35%[activator]
- CC(=O)Nc1c([N+](=O)[O-])cc2c3c(cccc13)CC2
  0 | -8%
- CCCNC(=O)C1(C)CCN1C(=O)Cc1ccc(C(C)C)cc1 (stereo not given)
  11 | 4%
- CC(=O)Nc1ccc(NC(=O)CSc2nnc(N)n2-c2ccccc2)cc1
  -11 | 19%
- CN1CCN(C2CN(Cc3ccc(F)cc3)S(=O)(=O)C2)CC1 (stereo not given)
  -17 | -2%
- Cc1ccc(OCCCCCCN2CCNCC2)c(Br)c1
  -63* | u
- Cc1ccc2oc3ccccc3c(=O)c2c1
  -26 | 9%
- COc1ccc(C2CC=C(C(C)=O)CN2S(=O)(=O)c2ccc(Cl)cc2)cc1 (stereo not given)
  -11&-2 | -8%&4%
- NC(=O)c1ncn([C@@H]2O[C@H](CNCc3cccc4c3sc3ccccc34)[C@@H](O)[C@H]2O)n1
  -20 | -9%
- C[C@H]1COc2cc(N3CCN(Cc4ccccc4F)CC3)ccc2S(=O)(=O)N1
  -8 | -9%
- Cc1ccc(NC(=O)c2cc(S(=O)(=O)N3CCCCC3)ccc2N2CCOCC2)c(C)c1
  -16 | -2%
- C(=Nn1cnnc1)c1ccc2c(c1)CCC2
  u | -1%
- CSCCC(c1nnnn1C1CCCCC1)N1CCC2(CC1)C(=O)NCN2c1ccccc1 (stereo not given)
  -9 | -10%
- CN(Cc1cnn(-c2ccc(F)cc2)c1)C(=O)[C@H]1O[C@@H](n2cnc3c(N)ncnc32)[C@H](O)[C@@H]1O
  0 | 1%
- O=C(C=Cc1ccccn1)c1ccccc1O
  -80* | -8%
- Cc1ncc(C(=O)Nc2ccccc2)[nH]1
  51 | 1%
- CC1(C(=O)NS(=O)(=O)c2ccc(F)cc2F)CCN1C(=O)c1ccccc1 (stereo not given)
  -3 | 20%
- CC1(Cc2ccc(Cl)cc2)C(=O)Nc2ccc(S(=O)(=O)NC3CCCCC3)cc21 (stereo not given)
  -19 | 1%
- COc1cc(-c2nnc3sc(Cc4ccc(Cl)cc4)nn23)cc(OC)c1OC
  -22 | 13%
- CCOC(=O)c1sc2nc(OCCN3CCOCC3)cc(C)c2c1N
  -2 | -1%
- O=C(Oc1ccc(=O)[nH]n1)c1ccccc1
  7 | 8%
- CCNC(=O)C1(C)CCN(C(=O)c2ccc(OC)c(OC)c2)C1 (stereo not given)
  3 | -3%
- C[C@H]1CN([C@@H](C)CO)C(=O)CCCn2nncc2CO[C@H]1CN(C)C(=O)Nc1ccccc1
  35 | 0%
- Cc1cc(Cl)ccc1OCCCC(=O)Nc1cc(S(=O)(=O)N2CCOCC2)ccc1N1CCOCC1
  -7 | -6%
- COC1OCC(O)C(NC(=O)N(C)N=O)C1O (stereo not given)
  13 | -1%
- CCC(Sc1nc2ccsc2c(=O)n1Cc1ccc(C(=O)O)cc1)C(=O)Nc1cc(Cl)ccc1C (stereo not given)
  -95* | u
- CCn1c2ccccc2c2cc(C#N)c(N)nc21
  -5 | -1%
- C/C(=N\NC(=O)c1ccccc1-n1cccc1)c1ccccn1
  -99* | 67%[activator]
- CN(C)c1ccc(CC(=O)N2CCCC(c3cc(C(=O)Nc4ccc(C(C)(C)C)cc4)no3)C2)cc1 (stereo not given)
  -75* | 13µM*
- CC(C)c1ccc(CN2CCC2(C)C(=O)Nc2cnc3ccccc3c2)cc1 (stereo not given)
  -13 | -2%
- COc1cc(C(=O)N2CCN(S(=O)(=O)c3ccc(C(C)C)cc3)CC2)ccc1OCC(=O)N1CCOCC1
  -12 | -9%
- O=C1C=C(C2OC(CO)C(O)C2O)C(=O)N1 (stereo not given)
  -16 | -1%
- CCOC(=O)c1c(NC(=O)CSc2nnc(-c3ccc(OC)cc3)o2)sc2c1CCC2
  8 | 1%
- CN1CCN(c2ncnc3c2ncn3[C@H]2CN(Cc3cccnc3)C[C@@H](CO)O2)CC1
  0 | 15%
- CCCCNC(=O)c1nc(C2CCN(S(=O)(=O)c3ccccc3)CC2)oc1-c1cccc(C(F)(F)F)c1
  8 | 11%
- CC(C)C(N)c1csc(Nc2ccc(C(=O)c3ccccc3)cc2)n1 (stereo not given)
  -1 | 58%[activator]

(listing goes on)
Screens in order – HCMV antiviral | AMA1-RON2 inh
- OCC[C@@H]1C[C@H](O)[C@@H](O)[C@]2(CCCO2)O1
  11 | 0%
- CCc1ccc(-n2c(=S)sc3c(=O)[nH]c(SCC(=O)NC4CCCCC4)nc32)cc1
  -34 | 12%
- CN(C)CCCOc1ccc(-c2cc3nc(NCc4cccnc4)n(C)c(=O)c3s2)cn1
  58 | 1%
- CCC(/C=C1\Oc2ccc(OC)cc2N1C)=C\c1sc2ccccc2[n+]1CCCS(=O)(=O)[O-]
  1 | 8%
- CC(=O)OC1CCC2(C)C(CCC3C2CC(=O)C2(C)C3CC(C3CCCC3=O)C2C(C)=O)C1 (stereo not given)
  -38 | -3%
- Nc1ccc2ccccc2c1
  38 | u
- Cc1c(-c2ccccc2)cnc2c(C)cccc12
  9 | 4%
- C[C@H](CO)N1C[C@H](C)[C@@H](CN(C)C(=O)NC2CCCCC2)OCc2cnnn2CCCC1=O
  10 | 10%
- CCOc1ccc(S(=O)(=O)N2CCC(C(=O)Nc3ccccc3N3CCCC3)CC2)cc1
  -32 | 4%
- O=C1CCC(c2ccccc2)c2ccccc21 (stereo not given)
  -13 | 3%
- CC(C)(C)Nc1c(C2CCNCC2)nc2c(OCc3ccccc3)cccn12
  -22 | 3%
- COc1ccccc1CCNC(=O)c1cccc(NC(=O)CC2SC(N3CCCCC3)=NC2=O)c1 (stereo not given)
  -7 | 3%[11.6 µM]
- O=C(OCc1ccccc1)N1Cc2ccnnc2CC1c1ccccc1Br (stereo not given)
  -1 | 7%
- CC1(c2nnnn2C2CCCCC2)CCC(=O)N1Cc1ccc2c(c1)OCO2 (stereo not given)
  -5 | 3%
- C[C@@H]1CN([C@H](C)CO)C(=O)CCCn2nncc2CO[C@H]1CN(C)Cc1cccc(O)c1
  3 | -1%
- COc1ccc(-c2cc3nc(NCCNC(C)=O)n(C)c(=O)c3s2)c(C)c1
  15 | 1%
- CN1CCC(N2CCN(C3CN(Cc4cn(Cc5cccc(C(F)(F)F)c5)nn4)S(=O)(=O)C3)CC2)CC1 (stereo not given)
  -3 | 1%
- COCCN1C[C@@H](CO)O[C@@H](n2cnc3c(N4CCOCC4)ncnc32)C1
  u | -1%
- CC1CCCC(=NNc2ccc3ccccc3n2)C1 (stereo not given)
  -12 | 31%[activator]
- CCOC(=O)c1ccccc1NC(=O)c1c(O)[nH]c(=O)[nH]c1=O
  -18 | 2%
- CCCc1ccc(C(O)c2ncc(-c3ccccc3)[nH]2)cc1 (stereo not given)
  19 | 18%
- CCCS(=O)(=O)NC(=O)C1(C)CCN(C(=O)c2cncc(Br)c2)C1 (stereo not given)
  6 | -10%
- C[C@@H]1CCCCO[C@H](CN(C)S(=O)(=O)c2cn(C)cn2)[C@H](C)CN([C@@H](C)CO)C(=O)c2cc(NC(=O)c3ccccc3)ccc2O1
  16 | -6%
- COc1cccc(-c2cnc(C(O)c3cccc(F)c3)[nH]2)c1 (stereo not given)
  39 | -21%
- OC(c1cccc(Cl)c1)c1nc(/C=C/c2ccc(C(F)(F)F)cc2)cs1 (stereo not given)
  -1 | 5%
- Cc1ccc(-c2nc(C(=O)NC3CCCCCC3)no2)cc1
  49 | 31%[activator]
- Cc1cc(OC(C)C(=O)NC2CC(C)(C)NC(C)(C)C2)c2c(C)c(C)c(=O)oc2c1 (stereo not given)
  50 | 11%
- Cc1cccc(C(O)c2ncc(-c3ccc(Cl)cc3)[nH]2)c1C (stereo not given)
  -22 | -15%
- CCC(c1nc2ccccc2[nH]1)n1c(-c2ccc3ccccc3c2)nc2ccccc21 (stereo not given)
  -13 | -12%
- CC(C)CC1C(=O)N(Cc2cn(CCC3OCCO3)nn2)CCS(=O)(=O)N1Cc1ccc(-c2cccc(CO)c2)cc1 (stereo not given)
  -8 | 9%
- Cc1cccc(C)c1C(O)c1ncc(-c2ccccc2C(F)(F)F)[nH]1 (stereo not given)
  18 | 20%
- O=c1c2ccccc2c(=O)n(-c2ccccc2)n1-c1ccccc1
  -4 | 18%
- COC(=O)[C@]12CCCCC=C1N(Cc1ccc(Cl)cc1Cl)C(=O)[C@H](CC(=O)N1CCN(C(=O)C3CC3)CC1)C2
  -17 | -3%
- COc1cc2sc3ccc(C#Cc4ccc(N)cc4)cc3c(=O)c2cc1OC
  u | 5%
- CCN(CC)C(=O)c1cccc(-c2csc(C(O)c3ccc(F)cc3)n2)c1 (stereo not given)
  u | -2%
- COC(=O)C(CCC(C(=O)OC)N1C(=O)c2ccccc2C1=O)N1C(=O)c2ccccc2C1=O (stereo not given)
  7 | 18%
- CC(C)c1ccc(NC(=O)Nc2nc(C(N)CCc3ccccc3)cs2)cc1 (stereo not given)
  -20 | 49%[activator]
- CCC(C)[C@H]1CNC(=O)C(=O)N1CC(C)(C)C (stereo not given in full)
  8 | -7%
- COc1ccc(CCNC(=O)N2c3ccccc3Sc3ccccc32)cc1
  u | 17%
- CC1(C)C(=O)CCC2(C)C1=CCC1C2C(=O)CC2(C)C1CCC2(O)C(=O)CO (stereo not given)
  -4 | 6%
- COc1ccc(-c2csc(C(C)(O)c3cccc(OC)c3)n2)cc1 (stereo not given)
  -65* | 0%
